Sm TGR inh: blocks Schistosoma mansoni thioredoxin glutathione reductase | purified TGR, DTNB reduction, TNB absorbance 405 nm | Potency, µM (series often up to 114 µM), for the others: top-dose activity change, negative = inhibition, hits mostly inhibitors | actives 3% (n = 360,000); note: potency is the fitted concentration of half-maximal effect; % is set by controls: 0 for no effect and ±100 for the full control effect; nearly all actives have a fitted effect of over 60% in size
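Kinetic colorimetric format: TGR-catalysed, NADPH-driven DTNB reduction monitored via TNB absorbance. Enzyme dispensed at 20 nM; compound exposure 15 min at room temperature before reaction start.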
Pf growth 48h: inhibits P. falciparum growth in the first generation, 48 h; P. falciparum luciferase growth in erythrocytes, 48 h; Potency, µM (doses to about 28.7 µM), inactives show top-dose activity change, negative = inhibition, hits mostly inhibitors; actives 5.9% (n = 310,000); AID 504832; note: potency is the fitted concentration of half-maximal effect; % is set by controls: 0 for no effect and ±100 for the full control effect
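Parasite viability was followed by luminescence of a genomically integrated firefly luciferase. Cultures held 0.1% parasitemia at 2% hematocrit (final), incubated under 5% CO2 at 37 C.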
Giardia FBPA inh: inhibitors of Giardia lamblia fructose-1,6-bisphosphate aldolase; A8B2U2; purified Giardia FBPA; Potency, µM (series often up to 59.6 µM), for the others: at the highest dose activity, negative = inhibition, hits mostly inhibitors; actives 0.71% (n = 290,000); AID 2451; note: potency is the fitted concentration of half-maximal effect; % is set by controls: 0 for no effect and ±100 for the full control effect; nearly all actives have a fitted effect of over 55% in size
Target sequence (A8B2U2 whole entry, looked up): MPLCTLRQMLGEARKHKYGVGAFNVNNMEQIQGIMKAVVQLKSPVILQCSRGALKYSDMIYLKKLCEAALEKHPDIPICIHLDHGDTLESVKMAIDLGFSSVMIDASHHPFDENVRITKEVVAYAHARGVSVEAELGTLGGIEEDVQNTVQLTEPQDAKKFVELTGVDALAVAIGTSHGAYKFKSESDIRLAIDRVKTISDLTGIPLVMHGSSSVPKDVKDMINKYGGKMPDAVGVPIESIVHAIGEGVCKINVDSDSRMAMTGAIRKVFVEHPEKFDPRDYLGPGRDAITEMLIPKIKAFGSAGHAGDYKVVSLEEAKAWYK
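Giardia FBPA (40 nM reagent) was preincubated 10 min at RT with compound (up to 57.5 uM final), then substrate plus GAPDH/TPI/NAD/arsenate coupling system with diaphorase/resazurin was added; resorufin fluorescence (525/598 nm) was read after 20 min.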
CHX counter: counter-screen for Shiga toxin inhibitors: cycloheximide protein synthesis inhibition. cell reporter, cycloheximide protein synthesis inhibition counterscreen. max response, %. actives 12% (n = 300,000). AID 2314; in the data active = max response mostly above about 13%, no sharp cut-off; inactive = mostly below about 14%; note: read at 38.3 µM for the half of the compounds with a filed dose; 0% is about no effect
Shiga inhibitor: blocks Shiga toxin action in Vero cells; actives 9.2% (n = 290,000); inhibition, % at 38.7 µM; Vero cells, Shiga toxin protein synthesis inhibition reporter; in the data active = inhibition mostly above about 28%, no sharp cut-off; inactive = mostly below about 43%; note: 0% is about no effect
Pf growth 96h: P. falciparum growth inhibition at 96 hours; P. falciparum luciferase reporter growth, 96 h; Potency, µM (doses to about 28.7 µM), for inactives: at the top dose activity change, negative = inhibition, actives largely listed as inhibitors; actives 6.9% (n = 320,000); note: potency is the fitted concentration of half-maximal effect; % is set by controls: 0 for no effect and ±100 for the full control effect
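Two-generation exposure (96 h) targets delayed-death phenotype. Reporter parasites carrying integrated firefly luciferase, in red cells at 2% hematocrit and 0.05% parasitemia final, kept at 37 C, 5% CO2; luminescence loss indicates inhibition.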
Starred values were filed as active, the others as inactive; [ ] = another dose, or the depositor's remark. Unless noted, calls come from the whole dose curve; as a rule, active = well fitted curve in the direction sought with a large enough effect; inconclusive = small, poorly fitted or top-dose-only effect, or another doubt; inactive = no such curve, though single readings can be large; an effect the other way counts as inactive or inconclusive.

How did CCCn1cc(SCC(=O)NCc2ccc3c(c2)OCO3)c2ccccc21 do in these assays?
Sm TGR inh: 8%; Pf growth 48h: 0%; Giardia FBPA inh: 1%; CHX counter: -2; Shiga inhibitor: -2; Pf growth 96h: -1%

How did Cc1no[n+]([O-])c1COc1ccc(/C=C2\NC(=S)NC2=O)cc1 do in these assays?
Sm TGR inh: -27%; Giardia FBPA inh: -1%; CHX counter: -2; Shiga inhibitor: -12; Pf growth 96h: inconclusive

How did Cc1ccc(N2CC(C(=O)Nc3nnc(C)s3)CC2=O)cc1 (configuration not stated) do in these assays?
Sm TGR inh: 15%; Pf growth 48h: 8%; Giardia FBPA inh: 0%; CHX counter: -3; Shiga inhibitor: -6; Pf growth 96h: inconclusive

Results for C=CCn1c(Cc2cccc3ccccc23)n[nH]c1=S ?
Sm TGR inh: -15%; Pf growth 48h: 7%; Giardia FBPA inh: -1%; CHX counter: -7; Shiga inhibitor: -13; Pf growth 96h: -23%

What do the screens show for `Cc1ccccc1OCCC(=O)N1CCN(S(=O)(=O)c2ccc(Cl)cc2)CC1`?
Sm TGR inh: -6%; Pf growth 48h: inconclusive; Pf growth 96h: inconclusive

What do the screens show for `CNc1snc(C)c1C(=O)OCC(=O)N(C)Cc1ccccc1`?
Sm TGR inh: -5%; Pf growth 48h: -1%; Pf growth 96h: 34%[activator]

Results for Cc1c(NC(=O)c2ccc(N(C)S(C)(=O)=O)cc2)c(=O)n(-c2ccccc2)n1C ?
Sm TGR inh: 8%; Pf growth 48h: 7%; Giardia FBPA inh: 3%; CHX counter: -3; Shiga inhibitor: -5; Pf growth 96h: inconclusive

What do the screens show for `Cc1ccc(CN=c2c([N+](=O)[O-])nn(-c3ccc4c(c3)OCCO4)n2O)cc1`?
Sm TGR inh: -3%; Pf growth 48h: 94%[activator]; Giardia FBPA inh: -9%; CHX counter: 73*; Shiga inhibitor: 164*; Pf growth 96h: inconclusive

How did CN(c1ccc(O)cc1)c1nc(-c2cccnc2)cs1 do in these assays?
Sm TGR inh: -9%; Pf growth 48h: 3%; Giardia FBPA inh: 0%; CHX counter: 56*; Shiga inhibitor: 64*; Pf growth 96h: inconclusive

How did Cc1ccc2c(CC(=O)NCC(=O)Nc3c(C)cccc3C)coc2c1 do in these assays?
Sm TGR inh: 8%; Pf growth 48h: inconclusive; Pf growth 96h: 35%[activator]

Results for CCCC(CCC(=O)OC)(C(=O)OCC)c1csc(N)n1 (configuration not stated) ?
Sm TGR inh: 0%; Pf growth 48h: 1%; Giardia FBPA inh: -7%; CHX counter: -2; Shiga inhibitor: 21; Pf growth 96h: -2%

Results for COc1ccccc1NC(=S)NCc1ccccc1 ?
Sm TGR inh: -19%; Pf growth 48h: 27%; Giardia FBPA inh: 3%; CHX counter: 1; Shiga inhibitor: 5; Pf growth 96h: 15%

3 compounds from above, sorted by SMILES length, smallest number first.
Results for COc1ccccc1NC(=S)NCc1ccccc1 ?
Sm TGR inh: -19%; Pf growth 48h: 27%; Giardia FBPA inh: 3%; CHX counter: 1; Shiga inhibitor: 5; Pf growth 96h: 15%

Results for C=CCn1c(Cc2cccc3ccccc23)n[nH]c1=S ?
Sm TGR inh: -15%; Pf growth 48h: 7%; Giardia FBPA inh: -1%; CHX counter: -7; Shiga inhibitor: -13; Pf growth 96h: -23%

How did Cc1ccc2c(CC(=O)NCC(=O)Nc3c(C)cccc3C)coc2c1 do in these assays?
Sm TGR inh: 8%; Pf growth 48h: inconclusive; Pf growth 96h: 35%[activator]

Remaining list, next part
What do the screens show for `CC(C)CC(C)N1CCC(n2nccc2NC(=O)CCc2ccccc2)CC1` (configuration not stated)?
Sm TGR inh: -1%; Pf growth 48h: 17%; Giardia FBPA inh: 1%; CHX counter: -2; Shiga inhibitor: 17; Pf growth 96h: inconclusive

What do the screens show for `COc1ccc(NC(=O)[C@@H]2[C@@H]3C(=O)N(C4CCCCC4)C(=O)[C@@H]3C3c4ccccc4C=CN32)cc1` (some centres not stated)?
Sm TGR inh: 3%; Pf growth 48h: 7.4µM*; Giardia FBPA inh: inconclusive; CHX counter: 3; Shiga inhibitor: 20; Pf growth 96h: 15µM*

What do the screens show for `CC12CC3(C)CC(C)(C1)CC(C(=O)NCc1ccccn1)(C2)C3`?
Sm TGR inh: -12%; Pf growth 48h: -18%; Giardia FBPA inh: -2%; CHX counter: 7; Shiga inhibitor: -1; Pf growth 96h: 32%[5.75 µM]

Results for Cc1onc(-c2ccccc2)c1C(=O)Nc1nnc(CC(C)C)s1 ?
Sm TGR inh: -4%; Pf growth 48h: 12%; Giardia FBPA inh: -3%; CHX counter: -2; Shiga inhibitor: -6; Pf growth 96h: -1%

What do the screens show for `O=C(O)CCn1cnc2ccccc2c1=O`?
Sm TGR inh: 3%; Pf growth 48h: 0%; Giardia FBPA inh: -7%; CHX counter: -4; Shiga inhibitor: 23

How did CCOc1ccc2nc(COC(=O)c3cccs3)c(C(=O)c3ccccc3)[n+]([O-])c2c1 do in these assays?
Sm TGR inh: -2%; Pf growth 48h: 22%; Giardia FBPA inh: 6%; CHX counter: -1; Shiga inhibitor: 22; Pf growth 96h: 4%

How did CC1=NN(c2ccccc2)C(=O)/C1=C\N(O)c1ccccc1 do in these assays?
Sm TGR inh: -3%; Pf growth 48h: inconclusive; Giardia FBPA inh: -21%; CHX counter: 13*; Shiga inhibitor: 38; Pf growth 96h: 1%

Results for COc1ccc(/C=N/NC(=O)c2cc(OC)c(OC)c(OC)c2)cc1CN1CCc2cc(OC)c(OC)cc2C1C (configuration not stated) ?
Sm TGR inh: 5%; Pf growth 48h: inconclusive; Giardia FBPA inh: -4%; CHX counter: -2; Shiga inhibitor: -9; Pf growth 96h: inconclusive

Results for CSC(=NNC(=O)c1ccc(O)cc1)SC ?
Sm TGR inh: 8%; Giardia FBPA inh: -3%; CHX counter: 20; Shiga inhibitor: 42*; Pf growth 96h: -30%

Results for CN1CCN(CCC(=O)N/N=C/c2cc3c(cc2[N+](=O)[O-])OCO3)CC1 ?
Sm TGR inh: 6%; Pf growth 48h: 14%; Giardia FBPA inh: -23%; CHX counter: -1; Shiga inhibitor: 27; Pf growth 96h: 4%

How did COc1ccccc1NC(=O)CN1CCN(CC(=O)Nc2ccc3c(c2)OCO3)CC1 do in these assays?
Sm TGR inh: -27%; Pf growth 48h: inconclusive; Giardia FBPA inh: 4%; CHX counter: -1; Shiga inhibitor: 10; Pf growth 96h: 9%

What do the screens show for `COc1ccc(CCN(C(=O)c2ccc(F)cc2)C2=CC3CCC(C2)N3C)cc1OC` (configuration not stated)?
Sm TGR inh: inconclusive; Pf growth 48h: 1%; Giardia FBPA inh: -10%; CHX counter: -4; Shiga inhibitor: 16; Pf growth 96h: inconclusive

Gathered by group, those above with a halogen.
What do the screens show for `Cc1ccccc1OCCC(=O)N1CCN(S(=O)(=O)c2ccc(Cl)cc2)CC1`?
Sm TGR inh: -6%; Pf growth 48h: inconclusive; Pf growth 96h: inconclusive

What do the screens show for `COc1ccc(CCN(C(=O)c2ccc(F)cc2)C2=CC3CCC(C2)N3C)cc1OC` (configuration not stated)?
Sm TGR inh: inconclusive; Pf growth 48h: 1%; Giardia FBPA inh: -10%; CHX counter: -4; Shiga inhibitor: 16; Pf growth 96h: inconclusive

Additional records.
What do the screens show for `COc1ccc(-c2noc(CCC(=O)Nc3cccnc3)n2)cc1`?
Sm TGR inh: -2%; Pf growth 48h: 1%; Giardia FBPA inh: 3%; CHX counter: 8; Shiga inhibitor: 12; Pf growth 96h: -2%

Results for CCOc1ccc(C(=O)Nc2ccc(CN3CCOCC3)cc2)cc1Br ?
Sm TGR inh: -1%; Pf growth 48h: -11%; Giardia FBPA inh: -1%; CHX counter: -2; Shiga inhibitor: 8; Pf growth 96h: 6%

Results for CCN1CCN(CCCNC(=O)c2cc3sccc3n2CC)CC1 ?
Sm TGR inh: 3%; Pf growth 48h: 23%; Giardia FBPA inh: 6%; CHX counter: -4; Shiga inhibitor: 5; Pf growth 96h: 3%

What do the screens show for `CCOP(=O)(OCC)c1nc(-c2ccc(OC)cc2)oc1N1CCOCC1`?
Sm TGR inh: 0%; Pf growth 48h: -11%; Giardia FBPA inh: -3%; CHX counter: -5; Shiga inhibitor: 4; Pf growth 96h: -3%

How did O=C(c1ccc(=O)oc1)N1CCCc2ccccc21 do in these assays?
Sm TGR inh: inconclusive; Pf growth 48h: 85%[activator]; Giardia FBPA inh: -27%; CHX counter: 51*; Shiga inhibitor: 76*; Pf growth 96h: 172%[activator]

What do the screens show for `CC(=O)O[C@H]1C2OC(=O)C(C)=C2[C@@H]2OC(=O)[C@]3(CCC4OC41C)OC23` (some centres not stated)?
Sm TGR inh: inconclusive; Pf growth 48h: 9%; Giardia FBPA inh: 0%; CHX counter: 6; Shiga inhibitor: 11; Pf growth 96h: -27%

How did CSc1nc2ncc(C(=O)O)c(N)n2n1 do in these assays?
Sm TGR inh: inconclusive; Pf growth 48h: -11%; Giardia FBPA inh: 0%; CHX counter: 7; Shiga inhibitor: 2; Pf growth 96h: 45%[activator]

How did O=C(NNC(=O)C12CC3CC(CC(C3)C1)C2)c1csc(N2CCOCC2)n1 do in these assays?
Sm TGR inh: -9%; Pf growth 48h: inconclusive; Pf growth 96h: 13µM*

Results for O=C1CCCc2ccccc2N1 ?
Sm TGR inh: 6%; Pf growth 48h: 21%; Giardia FBPA inh: 20%; CHX counter: 2; Shiga inhibitor: 14; Pf growth 96h: -2%

How did CCN(CC)C(=O)c1ccc(S(=O)(=O)c2ccccc2)cc1 do in these assays?
Sm TGR inh: 0%; Pf growth 48h: -15%; Giardia FBPA inh: 4%; CHX counter: -4; Shiga inhibitor: -5; Pf growth 96h: -15%

Results for COc1ccc(Cc2nnc(NC(=O)C3CC(=O)N(CCc4ccc(F)cc4)C3)s2)cc1OC (configuration not stated) ?
Sm TGR inh: -1%; Pf growth 48h: inconclusive; Giardia FBPA inh: 4%; CHX counter: -3; Shiga inhibitor: -17; Pf growth 96h: inconclusive

Results for O=C(Nc1ccccc1O)c1cc2cc(Br)ccc2oc1=O ?
Sm TGR inh: 7%; Pf growth 48h: -5%; Giardia FBPA inh: -4%; CHX counter: 28*; Shiga inhibitor: 114*; Pf growth 96h: 5%

Results for CCCCNS(=O)(=O)c1ccc2nc(-c3cccnc3)cc(C(=O)NC(C)CC)c2c1 (configuration not stated) ?
Sm TGR inh: 0%; Pf growth 48h: 2%; Giardia FBPA inh: 8%; CHX counter: -1; Shiga inhibitor: -4; Pf growth 96h: inconclusive

How did CCCn1c(C(C)NC(=O)c2ccccc2)n[nH]c1=S (configuration not stated) do in these assays?
Sm TGR inh: 4%; Pf growth 48h: inconclusive; Giardia FBPA inh: 19%; CHX counter: 6; Shiga inhibitor: -11; Pf growth 96h: inconclusive

Results for Cc1ccccc1-c1nc(CN2CCC(C(=O)NCCN3CCOCC3)CC2)c(C)o1 ?
Sm TGR inh: -4%; Pf growth 48h: 12%; Giardia FBPA inh: 0%; CHX counter: -2; Shiga inhibitor: -6; Pf growth 96h: 17%

Results for COc1ccc2c(c1)c1ncn(Cc3ccco3)c(=O)c1n2C ?
Sm TGR inh: 40µM*; Pf growth 48h: inconclusive; Giardia FBPA inh: -28%; CHX counter: 13; Shiga inhibitor: -8; Pf growth 96h: inconclusive

How did Cc1cccc(CCNS(=O)(=O)c2ccc3c(c2)NC(=O)CS3)c1 do in these assays?
Sm TGR inh: 0%; Pf growth 48h: 14%; CHX counter: 5; Shiga inhibitor: 10; Pf growth 96h: inconclusive

What do the screens show for `Cc1cc(OC(=O)C2CC2)c([N+](=O)[O-])c(=O)[nH]1`?
Sm TGR inh: 0%; Pf growth 48h: -4%; Giardia FBPA inh: 0%; CHX counter: -6; Shiga inhibitor: -6; Pf growth 96h: 41%[activator]

Bioassay records from PubChem BioAssay.

This is a random part of the collection; overall some 24% were active at least once.
